Compound activity deposited in PubChem BioAssay by Broad Institute.
ERp5 block – inhibitors of human ERp5. 0.05% of 350,000 active. inhibition, % at 9.99 µM. AID 651711. Q15084. ERp5 insulin aggregation, absorbance 650 nm, 90 min;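 active means mean replicate inhibition above about 25%, with every replicate also reaching it, limit read from the data, passing the limit was not always enough; inconclusive means only one of those two criteria met; inactive means neither criterion met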
Target sequence (Q15084 whole entry, looked up): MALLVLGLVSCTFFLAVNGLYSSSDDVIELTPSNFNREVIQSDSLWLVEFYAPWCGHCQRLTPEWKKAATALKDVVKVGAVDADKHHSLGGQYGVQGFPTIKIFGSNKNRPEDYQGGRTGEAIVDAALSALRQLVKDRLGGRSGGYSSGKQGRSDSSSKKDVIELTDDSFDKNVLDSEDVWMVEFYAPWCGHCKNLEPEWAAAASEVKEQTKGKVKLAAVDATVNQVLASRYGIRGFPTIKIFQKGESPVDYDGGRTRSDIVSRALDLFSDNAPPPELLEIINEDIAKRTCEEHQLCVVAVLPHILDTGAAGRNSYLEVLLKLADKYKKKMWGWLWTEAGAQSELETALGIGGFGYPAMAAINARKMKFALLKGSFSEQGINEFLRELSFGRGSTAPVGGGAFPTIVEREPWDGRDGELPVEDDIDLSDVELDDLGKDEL
DENV2 CPE rescue – inhibitors of DENV2 cytopathic effect. DENV2-infected cells, cytopathic effect rescue, plate reader. CPE inhibition, % at 9.99 µM. 1.7% of 350,000 active. AID 651640; in the data active means CPE inhibition above about 20%, passing the limit was not always enough; inconclusive means no clear call, values can overlap the other calls; tested in BHK-21 cells;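 further: 0% = median of neutral control wells and 100% = median of positive control wells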
CFTR F508del cor – CFTR F508del correction in bronchial cells | AID 720511 | CFBE cells, YFP halide quenching; stimulated with forskolin plus potentiator P3; % fluorescence drop versus neutral controls | 0.36% of 350,000 active | activity (quench increase), % at 7.58 µM;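 active means mean added fluorescence quench of at least 8% versus neutral control, with both replicates also reaching 8%; inconclusive means only one of the mean or replicate conditions met; inactive means mean below 8% and not both replicates reaching 8%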;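 further: cells transiently co-express mutant CFTR-F508del with the halide-sensitive YFP; corrector assay measuring rescue of mutant channel to the surface after 24 h compound exposure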
CASP6 VEID inh – inhibitors of human caspase-6. purified caspase-6, Z-VEID-R110 cleavage fluorescence. P55212. inhibition, % at 12.5 µM. AID 686996. 0.53% of 350,000 active;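 active means mean inhibition across replicates at least about 35%, with every replicate also reaching that limit, limit read from the data; inconclusive means only one of the two criteria met; inactive means neither criterion met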;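 further: 0% = median of neutral control wells and 100% = no fluorescence left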
Target sequence (P55212 24-179 limits assumed): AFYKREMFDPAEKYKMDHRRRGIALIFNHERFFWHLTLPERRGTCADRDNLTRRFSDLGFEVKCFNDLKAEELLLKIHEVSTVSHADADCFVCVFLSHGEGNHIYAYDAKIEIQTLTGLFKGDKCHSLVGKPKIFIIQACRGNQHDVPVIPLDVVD
Target sequence (P55212 194-293 limits assumed): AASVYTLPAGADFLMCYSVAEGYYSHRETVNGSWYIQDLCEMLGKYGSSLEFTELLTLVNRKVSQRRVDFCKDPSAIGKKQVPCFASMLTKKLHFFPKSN
SIRT5 block – inhibitors of human sirtuin-5 desuccinylase; 1.1% of 330,000 active; Q9NXA8; inhibition, % at 15 µM; Purified SirT5, succinyl-peptide AMC, trypsin-coupled fluorescence; AID 652115; in the data active means inhibition above about 15%; inconclusive means no clear call, values can overlap the other calls
Target sequence (Q9NXA8 whole entry, looked up): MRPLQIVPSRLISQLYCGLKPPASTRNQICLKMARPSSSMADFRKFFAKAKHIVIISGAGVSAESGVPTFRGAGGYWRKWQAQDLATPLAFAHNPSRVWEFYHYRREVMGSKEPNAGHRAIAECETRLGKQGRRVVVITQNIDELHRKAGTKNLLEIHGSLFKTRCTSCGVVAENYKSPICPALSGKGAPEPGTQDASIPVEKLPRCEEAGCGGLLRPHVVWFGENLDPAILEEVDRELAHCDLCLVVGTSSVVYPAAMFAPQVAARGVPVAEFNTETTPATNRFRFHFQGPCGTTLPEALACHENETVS
ERAP1 inh – inhibitors of human ERAP1 aminopeptidase; inhibition, % at 10.7 µM; 0.15% of 340,000 active; recombinant ERAP1, Leu-AMC fluorescence, 60 min; AID 652197; Q9NZ08;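 active means mean replicate inhibition of at least 30%, or all replicates individually reaching that 30% level; inactive means mean below 30% and not every replicate reaching it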;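 further: 0% = neutral control wells and 100% = L-leucinethiol positive control wells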
miR122 inh – blocks miR-122 activity in Huh7 sensor cells; Huh7 miR-122 Renilla luciferase sensor, 48 h; neutral wells = 0, positive control = 100; activation (reporter increase), % at 12.5 µM; 0.3% of 340,000 active; AID 602342;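 active means mean replicate activation score at least 90 and every replicate individually at or above 90; inconclusive means only one of the two criteria met; inactive means neither criterion met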;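 further: higher luciferase means less miR-122 activity so hits act as miR-122 inhibitors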
* marks the source's active call; other numbers are inactive results; u = inconclusive; x = no result given; & = joins results of further samples; [ ] = another dose, or the depositor's remark.

SMILES	ERp5 block	DENV2 CPE rescue	CFTR F508del cor	CASP6 VEID inh	SIRT5 block	ERAP1 inh	miR122 inh
Cn1cc(CNC(=O)CC2C(=O)NCCN2CC(C)(C)C)cn1 (stereo not drawn)	1	0	0.5	-2	-1	1	-15
Cc1noc(C)c1S(=O)(=O)NC(=O)C1(C)CCN1C(=O)c1ccc(C2CCCCC2)cc1 (stereo not drawn)	4	15	-0.7	2	-5	-1	1
CN(C)CCN(C(=O)c1ccc(C(=O)c2ccccc2)cc1)c1nc2cc3c(cc2s1)OCO3	9	-8	0.5	-1	-1	0	x
CC(=O)Nc1ccc(C(=O)NNC(=O)c2ccc(Cl)cc2)cc1	-10	0	0.1	-3	0	0	-5
O=C(NCC(=O)N1CCN(C(=O)c2ccccc2)CC1)c1ccc(Cl)cc1Cl	0	-3	-2.2	1	-7	5	-3
CC1(C(=O)NS(=O)(=O)c2ccc(C#N)cc2)CCN1C(=O)Cc1cccc2ccccc12 (stereo not drawn)	3	u	1.3	3	-1	14	x
COc1ccccc1NC(=O)C(C)OC(=O)CCCN=C1NS(=O)(=O)c2ccccc21 (stereo not drawn)	-1	2	0.1	10	-6	-1	x
O=C(CC1CC1)N1CC2(C1)[C@@H](c1ccccc1)[C@H](CO)N2C(=O)c1cccnc1	-5	1	-1.4	2	1	-5	x
C[C@H](CO)N1C[C@H](C)[C@@H](CN(C)CC2CCCCC2)Oc2c(NC(=O)Nc3ccccc3)cccc2C1=O	-1	-5	-0.7	-1	5	1	-23[16.7 µM]
CCOc1ccccc1CNC(=O)c1nn(CC)cc1[N+](=O)[O-]	14	0	1.8	-1	-3	-1	x
O=C(CN1CCOCC1)NNC(=O)c1ccc([N+](=O)[O-])cc1	1	u	-2.6	-2	-4	-1	-7
O=C(COC(=O)c1cnccn1)Nc1cccc2ccccc12	0	3	0.8	x	2	-1	-3
CCOC(=O)c1c(C)[nH]c(C)c1C(=O)COC(=O)c1c(OC)cccc1OC	2	-3	0.5	-4	1	1	18
NC(=O)C1CCN(C(=O)COc2ccc3c(c2)oc(=O)c2ccccc23)CC1	-4	-18	1.4	4	-21	2	-3
CN(CC(=O)Nc1cccc(F)c1)CC(=O)N1CCCCC1	2	-1	-1.5	-1	1	1	2
Cc1ccc(C(=O)NCC(=O)N/N=C/c2sccc2C)cc1[N+](=O)[O-]	2	0	0.7	3	-1	-1	x
CC(C(=O)Nc1cccc(S(=O)(=O)N2CCOCC2)c1)N1CCN(C)CC1 (stereo not drawn)	-2	16	-2.2	-11	-1	2	-5
COc1ccc2c(c1OC)C(=O)OC2C1c2c(cc3c(c2OC)OCO3)CCN1C (stereo not drawn)	-1&2&2	8&13&-5	-3.4&0.1&-1.0	-1&0&2	3&3&0	-4&0&1	10&2&5
CC(=O)Nc1ccc(S(=O)(=O)N(C)CC(=O)OCC(=O)N2CCN(C(=O)c3ccco3)CC2)cc1	0	-1	1.0	10	-1	4	-3
CCn1c(SCC(=O)N2CCc3ccccc3C2)nc2sc(C)c(C)c2c1=O	4	-2	x	7	-4	5	-1
CCCCOC(=O)Nc1cccc(Cl)c1C	0	x	x	-3	-4	-7	-3
NC(=O)[C@H]1[C@@H]2C(=O)O[C@@H](c3ccccc3)[C@@H](c3ccccc3)N2[C@@H](c2ccccc2OCCO)[C@]12C(=O)Nc1ccc(C#CC3(O)CCCCCC3)cc12	-4	-5	1.0	2	16*	3	x
C[C@@H]1CN([C@@H](C)CO)C(=O)c2cccc(NS(C)(=O)=O)c2O[C@@H]1CN(C)C(=O)Nc1ccc(C(F)(F)F)cc1	-6	x	1.6	-2	1	0	0[16.7 µM]
CNC(=O)C1CC(=O)N(c2ccc(OCC(=O)Nc3ccccc3C)cc2)C1 (stereo not drawn)	-5	1	-6.1	-2	2	-6	-5
COCCCNC(=O)[C@H]1N2C(=O)c3ccccc3C2SC1(C)C (stereo partly drawn)	3	4	3.0	-1	-7	-1	x
CC(CCc1ccccc1)NC(=O)c1nnc(Cc2ccc(Cl)cc2)o1 (stereo not drawn)	1	7	-0.7	-2	1	-2	-6
Cc1onc(-c2ccccc2)c1C(=O)N=C(N)c1ccc(C(F)(F)F)cc1	4	-3	0.2	-1	-3	x	-7
COc1ccc(S(=O)(=O)Nc2ccc3c(c2)C(=O)N([C@H](C)CO)C[C@H](C)[C@@H](CN(C)C(=O)Nc2ccccc2)OCCCC[C@@H](C)O3)cc1	x	u	3.0	x	x	x	7[16.7 µM]
Cc1nn(-c2ccc(N3CCOCC3)nn2)c(C)c1CCC(=O)NCc1ccccc1F	1	11	0.0	1	-3	2	-4
CC(C)NC(=O)N1[C@@H]2CN(C(=O)c3ccccn3)c3ccccc3[C@@H]2[C@@H]1CO	2	-6	-3.3	0	x	-1	12[16.7 µM]
Cc1ccc(S(=O)(=O)/N=C(/Nc2nc(C)cs2)c2ccccc2)cc1	6	-11	0.9	0	0	1	x
C[C@@H]1CN([C@@H](C)CO)S(=O)(=O)c2ccc(-c3ccc(C(=O)N(C)C)cc3)cc2O[C@@H]1CN(C)C(=O)C1CCCCC1	5	-6	-2.8	0	1	-3	-5[16.7 µM]
Cc1cccc(C)c1NC(=O)CSc1nnc(NC(=O)C2CC2)s1	0	-1	-1.3	-1	-1	1	-3
COc1cccc(CN(C)C(=O)CSCC(=O)Nc2ccc(C)cc2)c1OC	13	-3	0.6	-121	-2	-3	x
CC(C)C(=O)N1CCN(c2ccc([N+](=O)[O-])cc2Cl)CC1	6	-8	-0.3	-3	0	1	x
C[C@@H]1CN([C@H](C)CO)C(=O)c2cc(NC(=O)C3CC3)ccc2O[C@@H]1CN(C)Cc1ccc(-c2ccccc2)cc1	-1	2	-1.8	1	7	3	9[16.7 µM]
CCOc1ccc(CCNC(=O)CSc2n[nH]c(N)n2)cc1OCC	-11	-1	3.5	-4	-2	8	x
CC(=O)Nc1cccc(NC=C(C#N)C#N)c1	4	4	-1.2	-2	-5	1	x
O=C(CCCCC(=O)NN=Cc1ccccc1O)NN=Cc1ccccc1O	-4	4	0.9	0	6	2	1
Cc1ccc2c(c1)N(CC(=O)NCC(C)c1ccccc1)C(=O)c1cccnc1O2 (stereo not drawn)	4	4	-1.2	-2	x	0	6
COc1ccc(-c2noc(=O)n2Cc2ccccc2F)cc1	0	u	0.5	2	-3	-1	x
O=C(c1cscn1)N1CCCC(N2CCN(c3ccc(F)cc3)CC2)C1 (stereo not drawn)	3	3	1.7	-1	-1	0	-3
C[C@@H]1CCCCO[C@H](CN(C)C(=O)Cc2ccccc2)[C@H](C)CN([C@H](C)CO)C(=O)c2cc(NS(=O)(=O)c3ccc(Cl)cc3)ccc2O1	1	1	1.8	-3	6	4	14[16.7 µM]
Cc1ccc(S(=O)(=O)N(C)C)cc1-n1c(SCC(=O)Nc2ccc(F)cc2)nc2ccccc2c1=O	-3	-7	x	-3	-1	-2	x
COc1ccccc1-c1ccc([C@@H]2[C@@H](CO)N(C(=O)CN(C)C)[C@H]2C#N)cc1	1	4	1.3	0	-1	0	x

Printed as active in SIRT5 block, of those listed so far:
SMILES	ERp5 block	DENV2 CPE rescue	CFTR F508del cor	CASP6 VEID inh	SIRT5 block	ERAP1 inh	miR122 inh
NC(=O)[C@H]1[C@@H]2C(=O)O[C@@H](c3ccccc3)[C@@H](c3ccccc3)N2[C@@H](c2ccccc2OCCO)[C@]12C(=O)Nc1ccc(C#CC3(O)CCCCCC3)cc12	-4	-5	1.0	2	16*	3	x

The results go on.
SMILES	ERp5 block	DENV2 CPE rescue	CFTR F508del cor	CASP6 VEID inh	SIRT5 block	ERAP1 inh	miR122 inh
COCC(=O)N1[C@H](CO)[C@@H](c2ccccc2)[C@H]1CN(C)C(=O)c1cccnc1	3	-4	-5.7	2	1	-3	0[16.7 µM]
C[C@@H]1CCCCO[C@@H](CN(C)Cc2ccncc2)[C@@H](C)CN([C@@H](C)CO)C(=O)c2cc(NS(=O)(=O)c3ccccc3)ccc2O1	-6	0	2.6	1	9	-6	1[16.7 µM]
Cc1noc(C)c1NC(=O)Nc1ccc2c(c1)C(=O)N([C@H](C)CO)C[C@@H](C)[C@@H](CN(C)Cc1ccc3c(c1)OCO3)O2	0	-8	0.7	-2	-1	-2	0[16.7 µM]
O=C(NCc1ccccc1)C1=C[C@@H](c2csc3ccccc23)C[C@@H](OCc2ccc(CO)cc2)O1	1&3	u	2.6&-0.2	1&0	3&0	-1&-1	55
CCOc1cc(CNCC2CCCO2)cc(Br)c1OCC(N)=O (stereo not drawn)	6	x	x	1	4	0	7
O=C(c1cc2cc(Br)ccc2o1)N1CCN(c2ccccc2)CC1	-3	-4	-1.5	1	-1	0	-5
C[C@@H]1[C@H](c2ccccc2)Oc2ccc(Cl)cc2S(=O)(=O)N1CC1CCCN1C(=O)OC(C)(C)C (stereo partly drawn)	-7	13	-1.5	-1	0	0	0
CN1C(=O)c2cc(NC(=O)c3ccccc3F)ccc2OC[C@H]2O[C@H](CC(=O)NCc3ccc4c(c3)OCO4)CC[C@@H]21	-3	0	-2.3	1	-4	1	20[16.7 µM]
CC(C)NC(=O)C(=O)Nc1cc2c3c(c1)C(C)C(=O)N3CCC2 (stereo not drawn)	-7	9	-0.7	-3	-1	1	-4
CC=Cc1ccc2n(c1=O)C[C@H]1[C@H](CO)[C@@H](C(=O)NCC(F)(F)F)[C@@H]2N1C(=O)C1CCCCC1 (mixture of isomers)	-8	-5	5.5	5	-17	-2	4[16.7 µM]
O=C(CCc1nc2ccccc2c(=O)[nH]1)N1CCN(S(=O)(=O)c2cccc(F)c2)CC1	1	7	1.8	-9	-6	6	x
O=C(COC(=O)c1ccc(O)cc1O)c1ccc2c(c1)OCO2	-10	-8	1.0	1	-2	-3	4
COC(=O)[C@@]12C[C@@H](CC(=O)NCC34CC5CC(CC(C5)C3)C4)C(=O)N(Cc3cccc4ccccc34)C1=CCC(C)(C)C2	7	-13	-1.8	-6	x	-2	x
CCOc1ccc(S(=O)(=O)Nc2ccc(C(=O)N3CCCC3)cc2)cc1	-2	u	-3.0	3	-2	1	44
COc1cccc(Oc2ccc(C(F)(F)F)cc2NC(=O)CN2C(=O)NC3(CCCC3)C2=O)c1	-19	-5	-7.4	0	-4	1	x

Profiles, looked up by structure. Order of screens: ERp5 block, DENV2 CPE rescue, CFTR F508del cor, CASP6 VEID inh, SIRT5 block, ERAP1 inh, miR122 inh
CCOc1ccc(S(=O)(=O)Nc2ccc(C(=O)N3CCCC3)cc2)cc1 reads -2, u, -3.0, 3, -2, 1, 44
O=C(CCc1nc2ccccc2c(=O)[nH]1)N1CCN(S(=O)(=O)c2cccc(F)c2)CC1 reads 1, 7, 1.8, -9, -6, 6, x

New compounds follow
SMILES	ERp5 block	DENV2 CPE rescue	CFTR F508del cor	CASP6 VEID inh	SIRT5 block	ERAP1 inh	miR122 inh
O=C(CN1C(=O)COc2ccc(S(=O)(=O)N3CCOCC3)cc21)NCc1ccccn1	8	x	-0.7	1	5	x	x
COc1cc2ncnc(NCCCN3CCOCC3)c2cc1OC	2	5	-0.1	-1	0	6	x
O=C(C1CCCCC1)N1CC(=O)N2[C@H](CO)[C@H](c3ccc(C#Cc4cccc(F)c4)cc3)[C@H]2C1	3	-1	2.9	-1	1	0	x
COc1ccc(N2C(=O)CSC2c2ccccc2)cc1 (stereo not drawn)	0	-2	1.3	3	-1	-2	x
C[C@H]1CN([C@@H](C)CO)C(=O)c2cc(NC(=O)CCCCCC(=O)Nc3ccccc3N)ccc2O[C@@H]1CN(C)S(=O)(=O)c1cccs1	-4	0	-0.4	-1	x	-1	x
CC(C)NC(=O)N(C)C[C@@H]1Oc2ccc(NS(=O)(=O)c3cn(C)cn3)cc2CC(=O)N([C@H](C)CO)C[C@@H]1C	9	u	0.3	2	0	-1	6[16.7 µM]
COc1cccc2c(Nc3ccccc3C)cc(C)nc12	-2	3	3.9	-2	1	1	-4
CCOC(=O)c1sc2nc(NC(=O)COc3ccccc3)sc2c1C	2	2	-0.6	-4	-6	1	-2
COc1ccc(NC(=O)CN(C)C(=O)c2ccc(-c3ccccc3Cl)o2)cc1	-1	-9	-1.0	3	-1	4	-4
COc1ccc(C(O)Cn2ccsc2=NC(C)=O)cc1 (stereo not drawn)	2	8	0.7	0	-2	1	4
O=C(c1ccccc1)N1CCN(S(=O)(=O)c2cccs2)CC1	1	-3	-0.8	2	0	2	x
